Screening results as filed in PubChem.
Caspase-1 inhib = qHTS Assay for Allosteric/Competitive Inhibitors of Caspase-1; 75,000 compounds, 0.03% hits; P29466; Potency, µM (doses to about 57.5 µM), for inactives: at the highest dose activity change, negative = inhibition, actives largely listed as inhibitors; Caspase-1 enzyme, Ac-WEHD-AFC fluorogenic rate;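 note: potency is the fitted concentration of half-maximal effect; plate controls were vehicle for no effect and no substrate for full effect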
BRCT PPI green = qHTS Assay for Inhibitors of BRCT-Phosphoprotein Interaction (Green Fluorophore); 75,000 compounds, 0.05% hits; AID 875, 2007; Breast cancer type 1 susceptibility protein (Homo sapiens), P38398; BRCA1 BRCT-phosphopeptide binding, green fluorescence polarization; Potency, µM (top dose mostly 76.9 µM), for the others: top-dose activity change, negative = inhibition, usual class: inhibitors;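 note: potency is the fitted concentration of half-maximal effect; plate controls were peptide without protein for full effect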
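Compounds were incubated for 12 min at room temperature with a complex of 100 nM fluorescein-tagged pBACH1 decapeptide and 250 nM His-tagged BRCT protein. Buffer was phosphate pH 7.3 with EDTA, DTT and Tween 20. Disruption of binding lowers the polarization signal.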
4MU fluor = qHTS Assay for Spectroscopic Profiling in 4-MU Spectral Region; 59,000 compounds, 11% hits; AID 589, 2007; compound autofluorescence, 340/450 nm, 4-MU equivalents; active compounds read high; max dye-equivalent concentration, M; in the data active = max dye-equivalent concentration above about 10 nM; inconclusive = mostly about 1.1 nM to 9.6 nM
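Intrinsic fluorescence at 340/450 nm (ex/em) was read after 15 min at room temperature in pH 8.0, 100 mM Tris. Each compound concentration expressed as 4-MU-equivalent concentration from a six-point 4-MU standard series on each plate.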
Fluorescein autfl = qHTS Assay for Spectroscopic Profiling in Fluorescein Spectral Region. Compound autofluorescence, 480/540 nm, fluorescein-equivalent; active compounds read high. max fluorescein-equivalent concentration, M. 59,000 compounds, 0.91% hits; in the data active = max fluorescein-equivalent concentration above about 10 nM; inconclusive = between about 1.1 nM and that limit
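Library compounds, added at multiple concentrations to pH 8.0 Tris buffer (100 mM), incubate 15 min at room temperature before CCD imaging at 480 nm excitation and 540 nm emission.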
Caspase-7 inhib = qHTS Assay for Allosteric/Competitive Inhibitors of Caspase-7; recombinant caspase-7, Ac-DEVD-AFC fluorescence rate; Potency, µM (top dose mostly 57.5 µM), without a hit: at the top dose activity change, negative = inhibition, usual class: inhibitors; P55210; 75,000 compounds, 0.02% hits; active = well fitted inhibition curve with a large enough effect in the main read-out, with a control signal flat, not every such curve was filed as active; inconclusive = small, poorly fitted or top-dose-only effect, or a change in a side signal; note: potency is the fitted concentration of half-maximal effect; % of control where 0% means no effect
BRCT PPI red = qHTS Assay for Inhibitors of BRCT-Phosphoprotein Interaction (Red Fluorophore). Breast cancer type 1 susceptibility protein (Homo sapiens), P38398. BRCT-phosphopeptide binding, red fluorescence polarization. Potency, µM (series often up to 76.9 µM), for the others: at the top dose activity change, negative = inhibition, most hits filed as inhibitors. 75,000 compounds, 0.03% hits. AID 892, 2007; note: % is set by controls: 0 for no effect and ±100 for the full control effect
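Rhodamine-labelled pBACH1 10-mer (100 nM) bound to BRCT domain (100 nM) at pH 7.3; compounds incubated 12 min room temperature, polarization read. Free peptide defines full inhibition; unlabelled decapeptide titrated as control.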
A350 fluor = qHTS Assay for Spectroscopic Profiling in A350 Spectral Region. Compound autofluorescence, 340/450 nm, Alexa 350 dye-equivalents; active compounds read high. 59,000 compounds, 11% hits. max dye-equivalent concentration, M. AID 590, 2007; in the data active = max dye-equivalent concentration above about 10 nM; inconclusive = mostly about 1.1 nM to 9.6 nM
HEK293 cAMP ctrl = qHTS Assay for Agonists of the Thyroid Stimulating Hormone Receptor: Activators of Intracellular cAMP Concentrations in Parental HEK 293; AID 938, 2007; 73,000 compounds, 2.5% hits; parental HEK293 CNG cAMP sensor, membrane potential fluorescence; Potency, µM (titrated, usually from 57.1 µM), inactives show at the highest dose activation, most hits filed as activators; note: potency is the fitted concentration of half-maximal effect; % of control where 0% means no effect; nearly all actives have a fitted effect of over 55% in size
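Parental HEK 293 cells stably expressing a cAMP-gated CNG channel were loaded with membrane potential dye containing 100 uM RO 20-1724 for 60 min. Compound added for 30 min; depolarization read as fluorescence intensity at 590 nm.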
USP2a inhib = qHTS Assay for Inhibitors of Ubiquitin-specific Protease USP2a | USP2a enzymatic assay, qHTS inhibition | Potency, µM (titrated, usually from 38.3 µM), without a hit: top-dose activity change, negative = inhibition, most hits filed as inhibitors | 60,000 compounds, 0.1% hits;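 note: potency is the fitted concentration of half-maximal effect; nearly all actives have a fitted effect of over 60% in size; plate controls were DMSO for no effect and NEM full inhibition control for full effect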
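Coupled readout: USP2-cleaved Ub-PLA2 (20nM final) turns over NBD C6-HPC (20uM final), Ex 460nm/Em 535nm after 2.5 h, time-zero read flagging artifacts. Enzyme (20nM final, pH 8.0 Tris) given 30 min RT with compound first; NEM defines full inhibition.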
Texas Red fluor = qHTS Assay for Spectroscopic Profiling in Texas Red Spectral Region; Compound fluorescence, Texas Red channel, 547/618 nm; active compounds read high; max dye-equivalent concentration, M; 59,000 compounds, 0.06% hits; AID 587, 2007; in the data active = max dye-equivalent concentration above about 10 nM; inconclusive = between about 1.1 nM and that limit
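Pin-transferred compounds and Texas Red standards go into 100 mM Tris buffer, pH 8.0. After 15 min at room temperature, plates are imaged with 547/618 nm filters. Each value is a dye-equivalent concentration derived from the per-plate dye curve.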
Rhodamine autofl = qHTS Assay for Spectroscopic Profiling in Rhodamine Spectral Region. Rhodamine-region fluorescence, 547/598 nm, Tris buffer; active compounds read high. max dye-equivalent concentration, M. 59,000 compounds, 0.05% hits; in the data active = max dye-equivalent concentration above about 11 nM; inconclusive = between about 1.1 nM and that limit
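A six-point rhodamine series on each plate calibrates the signal. Compounds sit in 100 mM Tris (pH 8.0) for 15 min at ambient temperature before imaging through 547 nm/598 nm filters.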
* marks the source's active call; other numbers are inactive results; i = inactive; ? = inconclusive; · = not tested or not shown; & = joins results of further samples; [ ] = remark or other dose. Unless noted, calls come from the whole dose curve; as a rule, active = well fitted curve in the direction sought with a large enough effect; inconclusive = small, poorly fitted or top-dose-only effect, or another doubt; inactive = no such curve, though single readings can be large; an effect the other way counts as inactive or inconclusive.

SMILES	Caspase-1 inhib	BRCT PPI green	4MU fluor	Fluorescein autfl	Caspase-7 inhib	BRCT PPI red	A350 fluor	HEK293 cAMP ctrl	USP2a inhib	Texas Red fluor	Rhodamine autofl
O=c1cc[nH]c2cccc(Cc3ccccc3)c12	-2%	0.2%	i	i	-1%	0.5%	i	22%	-6%	i	i
CSc1n[nH]c(NCc2cccs2)n1	0%	-3.0%	i	?	-2%	-0.4%	i	7%	-3%	i	i
COCC(=O)Nc1nc(-c2ccccc2)ns1	-1%	-3.9%	i	i	-1%	-1.6%	i	10%	3%	i	i
CCCCOc1ccc(C)cc1CN(CCO)CCO	·	·	i	i	·	·	i	·	·	i	i
COC(=O)c1cccc(OC(N)=O)c1	0%	-2.6%	·	·	2%	0.4%	·	2%[11.4 µM]	3%[7.66 µM]	·	·
COc1ccc(C)cc1NC(=O)c1nnn(Cc2cc(C)ccc2C)c1N	-2%	-2.0%	·	·	-2%	-1.1%	·	4%	·	·	·
Cc1ccc(C)c2[nH]c(=O)c(C(c3nnnn3C3CCCC3)N3CCOCC3)cc12 (stereo unspecified)	0%	7.6%	3.7e-08M*	i	0%	0.5%	3.4e-08M*	24%	6%	i	i
COc1cc2c(cc1OC)-c1cc(NC3CC3)nc(=O)n1CC2	2%	1.2%	4.6e-08M*	?	-4%	-1.7%	4.6e-08M*	-9%	-1%	?	i
CS(=O)(=O)N1CCC2(CCCN(C(c3ccccc3)c3ccccc3)C2)CC1	-4%	-2.0%	i	i	-4%	-1.2%	i	?	86%[activator]	i	i
Cc1c(N=Cc2ccc[nH]2)c(=O)n(-c2ccccc2)n1C	-2%	-0.9%	·	·	-1%	0.1%	·	-7%	4%	·	·
CCOC(=O)c1ccc(N=c2sc(C(=O)OC)cc(=O)n2C2CC2)cc1	0%	-1.9%	i	i	-1%	0.1%	i	1%	?	i	i
CC1Cc2ccccc2N1C(=O)CSc1nc2c(c(=O)n(C)c(=O)n2C)n1Cc1ccccc1 (stereo unspecified)	-6%	-4.7%	i	i	1%	0.2%	i	?	18%	i	i
CCCCn1c(O)c(C=NCCCN(C)C)c(=O)[nH]c1=O	·	·	i	?	·	·	i	·	·	i	i
Cc1cc(=O)oc2cc(OCC(=O)N3CCCc4ccccc43)ccc12	3%	3.1%	1.2e-08M*	i	-2%	-0.4%	1e-08M*	5%	16%	i	i
CCOC(=O)c1cccc(NC(=O)Cn2c(CC(=O)NC)nc3ccccc32)c1	-2%	0.3%	?	i	0%	0.7%	?	-16%	21%	i	i
Cc1occc1-c1nnc(SCC(=O)Nc2nccs2)n1CCc1ccccc1	4%	-0.1%	i	i	0%	-1.0%	i	?	15%	?	i
O=C(CSc1nnc(NC(=O)c2ccco2)s1)NC1CCCCC1	1%	-2.1%	i	i	1%	0.2%	i	22%	4%	i	i
O=C(COC(=O)C1CCCO1)Nc1cccc(C(F)(F)F)c1 (stereo unspecified)	0%	-3.2%	?	?	1%	-2.3%	?	11%	2%	i	i
CCOC(=O)c1ccc(NS(=O)(=O)CC)cc1	0%	-2.1%	i	i	-2%	0.8%	i	8%	-9%	i	i
Cc1ccc(CS(=O)(=O)CCC(=O)NCCCN2CCCC2)cc1	1%	-2.2%	i	i	-1%	-1.2%	i	0%	-7%	i	i
CC1(CCc2ccccc2)NC(=O)N(Cc2nnc(-c3ccccc3Br)o2)C1=O (stereo unspecified)	-1%	0.2%	i	?	-3%	-0.1%	i	10%	33%[activator]	?	i
Cn1c(SCc2cccc(F)c2)nnc1-c1ccccn1	-2%	0.2%	i	?	-1%	-1.6%	i	11%	9%	i	i
CC(C)=NNc1ncnc2nc[nH]c12	2%[11.5 µM]	1.6%[15.4 µM]	i	?	0%[11.5 µM]	-0.4%[15.4 µM]	i	-3%[11.4 µM]	·	i	i
Fc1ccc(-c2nnc(CN3CCN(c4ncc(C(F)(F)F)cc4Cl)CC3)o2)cc1	-1%	-2.4%	i	i	-1%	-1.0%	?	?	16%	i	i
COc1ccc(-n2c(Cc3cccn3C)nnc2SCC(=O)Nc2cc(C)cc(C)c2)cc1	6%	0.8%	·	·	-3%	0.4%	·	9%	·	·	·
O=C(NCc1cccs1)c1cnc2sccn2c1=O	-4%	0.8%	·	·	-3%	1.7%	·	17%	·	·	·
CCn1c(SCC(=O)c2[nH]c(C)c(C(C)=O)c2C)nnc1-c1ccncc1	-1%	1.3%	i	?	-1%	-0.6%	?	2%	19%	i	i
C=CCN1CCN(C(c2ccc(OC)c(OC)c2)c2nnnn2C(C)(C)C)CC1 (stereo unspecified)	-3%	-1.4%	i	i	1%	1.4%	i	16%	·	i	i
O=c1c2ccccc2nnn1CSc1nnc(COc2ccc(Cl)cc2)n1Cc1ccco1	-5%	-0.3%	i	i	-5%	-0.8%	i	27%	19%	i	i
COc1cccc([C@@H]2Oc3ccc(OC)cc3/C(=N/O[C@@H](C)CN3CCCCc4nc(C)c(C)cc43)[C@@H]2O)c1	-5%[11.5 µM]	-1.4%[15.4 µM]	·	·	-2%[11.5 µM]	1.2%[15.4 µM]	·	?	·	·	·
Cc1ccc(NC(=O)CSc2n[nH]c(-c3ccncc3)n2)cc1C	-2%&-2%	2.0%&-0.3%	i	i	0%&-2%	-0.1%&-0.7%	?	17%&6%	4%&9%	?	i
CCSc1nnc(NC(=O)c2cccc(OCc3c(C)noc3C)c2)s1	-4%	0.5%	i	i	-3%	-0.3%	?	21%	17%	?	i
COc1ccc(C(c2nnnn2C(C)(C)C)N2CCN(c3nc4ccccc4s3)CC2)cc1OC (stereo unspecified)	-3%	-1.1%	i	?	-5%	-3.6%	i	?	0%	i	i
COc1ccc(N2CCN(c3ccc(NC(=O)c4ccc5c(c4)OCO5)cc3C#N)CC2)cc1	4%	-0.4%	7.7e-08M*	i	-1%	-0.6%	7.5e-08M*	2%	0%	?	i
CC(=O)OC1C=C[C@]2(C)C(CC(OC(C)=O)[C@@]3(C)C4=CC(=O)OC(c5ccoc5)[C@]4(C)CCC23)C1(C)C (stereo partly specified)	-2%	0.7%[3.08 µM]	·	·	-3%	-2.0%	·	·	51%[activator]	·	·
COC(=O)c1cc(Br)c(=O)n(Cc2ccc(C(=O)O)cc2)c1	-1%	-1.6%	i	i	0%	-2.5%	?	13%	1%	i	i
O=C(Nc1ccc(NC(=O)C2CC2)nc1)c1cccs1	-1%	-0.8%	i	i	2%	0.2%	i	-7%	2%	i	i
CC1=C(C(=O)N(C)C)C(c2ccc(Cl)c(Cl)c2)NC(=O)N1 (stereo unspecified)	-4%	-1.7%	i	?	-8%	-1.1%	?	7%	0%	i	i
COc1ccc(-c2[nH]ncc2-c2ccc(Cl)cc2)c(O)c1	-4%	-0.4%	i	?	-6%	0.2%	i	-9%	2%	i	i
Clc1ccc2nc(CSc3nc4ccccc4o3)cn2c1	·	·	i	i	·	·	i	·	·	i	i
CC(=O)C1=C(C)NC(SCSc2ccccc2)=C(C#N)C1c1cccnc1 (stereo unspecified)	?	1.8%	·	·	-28%	0.3%	·	24%	·	·	·
Nc1nc(Nc2ccccc2)nc2ccccc12	0%	1.4%	i	?	1%	-3.6%	i	-94%[inhibitor]	·	i	i
O=C(O)C1(O)CC(O)C(O)C(O)C1 (stereo unspecified)	2%	1.6%	·	·	2%	-0.6%	·	·	-10%	·	·
COC(=O)CC1=COC2OCC3=CC[C@@H]1C32 (stereo partly specified)	-4%[11.5 µM]	0.6%[15.4 µM]	·	·	1%[11.5 µM]	-0.4%[15.4 µM]	·	-1%[11.4 µM]	·	·	·
O=C(Cn1cc(C(F)(F)F)ccc1=O)N1CCN(S(=O)(=O)c2ccc(Cl)cc2)CC1	1%	-1.3%	i	i	-1%	-1.0%	i	17%	8%	?	i
C[C@@H]1Cc2ccccc2N1NC(=O)c1ccc(Cl)c(S(N)=O)c1 (stereo partly specified)	-1%[25.7 µM]	-1.6%[34.4 µM]	?	?	1%[25.7 µM]	-0.5%[34.4 µM]	?	-2%[25.6 µM]	-6%[17.1 µM]	i	i
Cc1oc2cc3c(C(=O)N4CCCCC4)c(C)oc3cc2c1C(=O)N1CCCCC1	0%	-0.1%	?	i	-4%	-0.8%	?	3%	7%	i	i
CCC(C)(C)n1nnnc1C(c1ccc(OC)c(OC)c1)N1CCN(c2ccccc2)CC1 (stereo unspecified)	-2%	-0.8%	i	i	0%	-0.1%	i	?	·	i	i
Cc1cc2oc(=O)c3c(c2cc1OCc1nn[nH]n1)CCCC3	-5%	2.3%	4.4e-08M*	?	-1%	-3.4%	5.4e-08M*	15%	-9%	i	i

The list is partial. The share of hits here may be higher or lower than overall.
